GPR151 ag: activates the human receptor GPR151; AID 1508602; Q8TDV0; PathHunter beta-arrestin GPR151 cells, luminescence; 650,000 compounds, 1% hits; activation, % at 11.2 µM; in the data active = activation above about 4.9%;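 also: 0% = median of compound wells and 100% = cells with positive control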
Target sequence (Q8TDV0 whole entry, looked up): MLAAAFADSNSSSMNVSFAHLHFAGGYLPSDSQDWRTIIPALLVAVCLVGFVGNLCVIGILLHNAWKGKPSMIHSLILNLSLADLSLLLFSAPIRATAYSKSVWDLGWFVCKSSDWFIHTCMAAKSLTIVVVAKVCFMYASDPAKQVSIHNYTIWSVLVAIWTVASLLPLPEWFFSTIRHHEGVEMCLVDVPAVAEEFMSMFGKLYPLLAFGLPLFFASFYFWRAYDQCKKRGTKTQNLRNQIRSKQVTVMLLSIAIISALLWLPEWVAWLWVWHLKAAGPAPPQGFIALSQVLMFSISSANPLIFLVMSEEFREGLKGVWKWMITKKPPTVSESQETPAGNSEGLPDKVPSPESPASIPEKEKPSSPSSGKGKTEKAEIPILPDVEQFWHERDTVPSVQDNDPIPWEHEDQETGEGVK
FBW7 activator: human FBW7 E3 ligase activation, primary screen. 650,000 compounds, 0.13% hits. AlphaScreen FBW7–phospho-cyclin E peptide binding, activator screen. AID 1259310. normalized activity (activation), % at 26.1 µM. Q969H0; in the data active = normalized activity above about 1.9%;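 also: purified mutant Fbw7 with reduced substrate affinity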
MITF primary: blocks human microphthalmia-associated transcription factor; inhibition, % at 2.6 µM; AlphaScreen MITF homodimerization, bead proximity signal; 650,000 compounds, 0.91% hits; in the data active = inhibition above about 50%;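 also: 0% = vehicle wells with protein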
Target sequence (O75030 whole entry, looked up): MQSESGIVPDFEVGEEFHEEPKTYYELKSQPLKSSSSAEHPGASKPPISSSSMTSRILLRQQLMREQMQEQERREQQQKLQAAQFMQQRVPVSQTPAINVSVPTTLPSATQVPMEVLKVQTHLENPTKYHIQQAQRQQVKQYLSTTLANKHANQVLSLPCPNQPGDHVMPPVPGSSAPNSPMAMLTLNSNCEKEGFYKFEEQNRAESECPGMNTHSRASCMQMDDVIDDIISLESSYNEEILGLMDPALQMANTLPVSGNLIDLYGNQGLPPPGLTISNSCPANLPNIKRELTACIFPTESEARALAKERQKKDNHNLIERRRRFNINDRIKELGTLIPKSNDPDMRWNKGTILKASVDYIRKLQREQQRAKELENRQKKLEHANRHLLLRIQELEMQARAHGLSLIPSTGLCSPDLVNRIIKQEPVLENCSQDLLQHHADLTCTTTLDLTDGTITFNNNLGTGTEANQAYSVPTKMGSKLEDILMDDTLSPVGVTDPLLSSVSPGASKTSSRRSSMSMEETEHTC
TEAD-YAP block: TEAD-YAP interaction inhibition; HEK-TIYL cells, TEAD-Gal4/YAP UAS-luciferase luminescence; inhibition, % at 9.12 µM; 640,000 compounds, 1.4% hits; in the data active = inhibition above about 32%;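 also: 0% = median of test compound wells and 100% = reference inhibitor wells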
Starred values were filed as active, the others as inactive.

1	COc1ccc(CCNC(=O)c2cnc(NC3CCN(Cc4ccccc4)CC3)s2)cc1
2	Cc1cc(NC(=O)c2cc(-c3ccccc3O)on2)no1
3	CC1=NN(c2ccc(C(=O)O)cc2)C(=O)/C1=C/c1ccc(OCC(=O)O)cc1
4	COc1ccc([N+](=O)[O-])cc1CSc1nc2ccc(NC(=O)c3ccccc3)cc2s1
5	CCOC(=O)C1CCN(S(=O)(=O)c2cccnc2)CC1
6	COc1ccc(C(=O)NCC2(c3ccccc3)CCCC2)cc1[N+](=O)[O-]
7	CC1(C)CC(=O)C2=C(C1)Nc1ncnn1C2c1ccncc1 (stereo unspecified)
8	COc1ccc(-n2cc(-c3ccccc3)c3c(NCc4ccccn4)ncnc32)cc1
9	COc1ccc(C2=C/C(=C/c3cc([N+](=O)[O-])ccc3C)C(=O)O2)cc1
10	Cc1c(N=Cc2c(O)n(C)c(=O)c3ccccc23)c(=O)n(-c2ccccc2)n1C

assay / entry	1	2	3	4	5	6	7	8	9	10
FBW7 activator	-0.1	-0.1	-0.7	0.1	-0.1	0.1	-0.1	-0.4	0.1	0.5
MITF primary	-6	0	-1	-3	6	10	-11	3	-18	18
TEAD-YAP block	7	-3	8	-5	-11	-5	-13	-7	-3	-1
GPR151 ag	-2.6	-0.3	0.2	0.0	0.3	3.6	-1.0	-0.3	-0.4	0.9

11	O=C(CN1C(=O)[C@@H]2CCCN2C(=O)c2ccccc21)NC1CC1
12	O=C(O)CN1C(=O)/C(=C/c2ccc(-c3ccccc3[N+](=O)[O-])o2)SC1=S
13	OCc1nc(CO)n(Cc2ccccc2)n1
14	O=C1OC(c2ccccc2F)=N/C1=C\c1cccc(Br)c1
15	O=C(c1cc2cc(Br)ccc2o1)N1CCc2c([nH]c3ccccc23)C1
16	O=C(NCCc1ccccc1)c1ccc2c(=O)n(Cc3ccccc3)c(=S)[nH]c2c1
17	O=C(Nc1ccccc1C(F)(F)F)c1ccc(Cl)c([N+](=O)[O-])c1
18	CCC(=O)N1CCc2cc(Br)cc(S(=O)(=O)CC(=O)OC)c21
19	COc1cccc(C2c3c(-c4ccccc4O)n[nH]c3C(=O)N2CCCOC(C)C)c1 (stereo unspecified)
20	Cc1ccc(OCCN2CCNCC2)c(C)c1

assay / entry	11	12	13	14	15	16	17	18	19	20
FBW7 activator	0.0	0.0	-0.1	0.1	-0.3	-0.1	-0.2	0.1	0.1	-0.2
MITF primary	0	9	7	10	-1	-10	-4	21	11	44
TEAD-YAP block	6	5	1	0	5	-3	-6	2	4	-6
GPR151 ag	1.5	1.5	0.0	0.6	-1.3	0.7	-0.2	-0.4	1.0	0.2

Single records, from the list above. Order of values: FBW7 activator	MITF primary	TEAD-YAP block	GPR151 ag
CCC(=O)N1CCc2cc(Br)cc(S(=O)(=O)CC(=O)OC)c21 as listed: 0.1	21	2	-0.4
O=C(O)CN1C(=O)/C(=C/c2ccc(-c3ccccc3[N+](=O)[O-])o2)SC1=S as listed: 0.0	9	5	1.5

(listing goes on)
21	COc1cc(C(OC(C)=O)OC(C)=O)c(Br)cc1OC(C)=O
22	O=c1cc(-c2ccccc2)sc(=O)[nH]1
23	C/C(=N\Nc1ccc(S(=O)(=O)N2CCCC2)cc1[N+](=O)[O-])c1ccc(Cl)s1
24	CCN(CC)c1ccc2cc(-c3nc(-c4ccc(Br)cc4)cs3)c(=Nc3ccc(C)cc3)oc2c1
25	Cc1cc(C)n(-c2nc3c(c(=O)n(CCN4CCOCC4)c(=O)n3C)n2C(C)C)n1
26	CCOc1ccc(NC(=O)CN2CCN(CC(=O)Nc3ccc(C(N)=O)cc3)CC2)cc1
27	Cc1nnc2c(N3CCN(c4cccc(Cl)c4)CC3)nc3ccccc3n12
28	CCOC(=O)C1=NN(c2ccccc2)C(=O)C1OC(C)=O (stereo unspecified)
29	CCOc1ccc(-c2cc(C(=O)N/N=C(\C)c3ccc(OC)cc3)[nH]n2)cc1
30	COc1ccc(NC(=O)c2ccccc2NC(=O)Cc2ccccc2)cc1

assay / entry	21	22	23	24	25	26	27	28	29	30
FBW7 activator	0.2	-0.1	-0.1	0.1	0.0	0.0	0.2	0.8	0.0	-0.1
MITF primary	7	14	0	-8	-4	3	4	12	7	-2
TEAD-YAP block	7	-7	4	-3	0	18	13	-42	44*	-12
GPR151 ag	-0.4	-1.2	1.6	-0.2	2.6	-0.1	-0.6	-1.4	0.4	1.5

31	O=C(NCCCN1CCCC1=O)C1CCC(Cn2c(=S)[nH]c3ccccc3c2=O)CC1 (stereo unspecified)
32	COc1cc([N+](=O)[O-])ccc1N1C(=O)c2c(Cl)c(Cl)c(Cl)c(Cl)c2C1=O
33	Cc1ccc(C)c(CSc2nc(=O)n(Cc3ccncc3)c3c2CCC3)c1
34	COc1ccccc1-n1c(-c2cc(C)n(C)n2)n[nH]c1=S
35	Cn1cc(CCNC(=O)CC2C(=O)NCCN2Cc2ccccc2C(F)(F)F)cn1 (stereo unspecified)
36	O=C1/C(=C\c2ccccc2Br)SC(=S)N1C1CCS(=O)(=O)C1 (stereo unspecified)
37	CCN(CC)C(=O)C(=O)NNC(=O)COc1ccc(Cl)cc1
38	Cc1cc(OCC(N)=O)c2c(C)c(Cc3ccccc3)c(=O)oc2c1
39	O=C(NCCOc1ccccc1)c1csc(N2CCc3ccccc3C2)n1
40	COC(=O)c1ccc(Cn2cnc3sc4c(c3c2=O)CCCC4)cc1

assay / entry	31	32	33	34	35	36	37	38	39	40
FBW7 activator	0.0	0.6	-0.2	0.6	-0.1	-0.1	-0.1	0.0	-0.1	0.1
MITF primary	-1	13	2	16	-4	13	1	10	-7	-10
TEAD-YAP block	-5	7	-13	3	-6	8	-10	-7	-3	1
GPR151 ag	2.1	-1.1	0.5	-1.2	-0.5	-0.5	-0.6	2.1	-0.7	-0.8

41	CCOC(=O)C(=O)CC(=O)c1ccc(CC)cc1
42	O=[N+]([O-])c1ncn(C23CC4CC(CC(c5ccccc5)(C4)C2)C3)n1
43	CCOC(=O)c1cnc2c(Cl)cccc2c1Nc1ccc(OCC)cc1
44	C=CCn1c(SCc2ccccc2F)nc2sc3c(c2c1=O)CCC3
45	CCOC(=O)c1c(C)[nH]c(C)c1C(=O)COC(=O)c1cccc2ccccc12
46	CCOc1ccccc1/C=C/C(=O)Nc1ccc2nc(N3CCCCC3)cc(C)c2c1
47	C/C(Sc1nnc(Cc2ccccc2)o1)=C(/O)c1ccccc1
48	COc1ccc(-c2cc3nc(C)cc(NCC4CCCO4)n3n2)cc1 (stereo unspecified)
49	Cc1cccc(-n2c(C)cn3c4c(=O)n(CCC(C)C)c(=O)n(C)c4nc23)c1
50	CCCCc1ccc2c(N)c(C(=O)Nc3ccc(C(=O)O)cc3)sc2n1

assay / entry	41	42	43	44	45	46	47	48	49	50
FBW7 activator	-0.1	-0.2	0.1	0.2	-0.1	0.1	0.0	0.0	0.1	1.4
MITF primary	-1	10	-3	7	6	-10	-12	4	16	24
TEAD-YAP block	-5	2	-8	1	0	1	-1	-23	4	-3
GPR151 ag	0.5	0.3	1.2	1.9	2.3	-0.2	3.0	1.0	0.6	-1.3

51	COCCn1c(N)c(C(=O)N2CCCC2)sc1=S
52	C=CSc1cccc2ncccc12
53	CC(=O)c1cccc(-c2ncc(C(=O)Nc3ccc(N4CCOCC4)cc3)s2)c1
54	Nc1ccc(Nc2nc(-c3ccncc3)cs2)cc1
55	CC(C)C[C@H]1NC(=O)[C@@H]2C[C@H](NCc3cc4ccccc4s3)CN2C1=O
56	CS(=O)(=O)Nc1ccccc1C(=O)NC1CC1
57	O=C(O)COc1ccc(/C=C\c2[nH]c(=O)[nH]c(=O)c2[N+](=O)[O-])cc1
58	O=C(CSCC(=O)OCC(=O)N1CCOCC1)Nc1ccc(Br)cn1
59	CC1CCC(NC(=O)CN2CCC(n3nnc4cc(F)ccc43)CC2)CC1 (stereo unspecified)
60	Cc1cc(-c2cncnc2C2CCN(C(=O)C3CC3)CC2)on1

assay / entry	51	52	53	54	55	56	57	58	59	60
FBW7 activator	0.1	-0.3	-0.3	0.4	0.0	0.1	-0.3	0.2	0.0	0.4
MITF primary	6	2	5	15	12	7	-15	1	-5	-7
TEAD-YAP block	9	-1	-10	-52	13	2	-10	13	8	-12
GPR151 ag	1.5	-1.6	-1.1	-1.0	1.4	-1.7	-0.1	-1.0	0.7	-1.4

61	Cc1cc(C)cc(NC(=O)Cn2nnc(-c3ccccc3N)n2)c1
62	CCOC(=O)C1CCN(C(=O)CN(c2cccc(Br)c2)S(C)(=O)=O)CC1
63	COc1ccc(C(=O)c2ccc([N+](=O)[O-])cc2Cl)cc1
64	COCCn1nnnc1CN1CCN(c2ccc([N+](=O)[O-])cc2)CC1
65	O=C(C1CC1)N1CCc2cc(Br)cc(S(=O)(=O)NCCN3CCCC3)c21
66	COc1ccccc1NC(=O)C(=O)NCc1ccccc1C
67	O=C(CSc1ncc(-c2ccccc2)[nH]1)NCc1ccc(Cl)cc1
68	Cc1nnc2ccc(N3CCN(C(=O)Nc4ccccc4[N+](=O)[O-])CC3)nn12
69	Cc1ccc(C(=O)Nc2cccnc2)o1
70	COCC(=O)NCC1CCC2(CCN(Cc3cc(Cl)ccc3O)CC2)O1 (stereo unspecified)

assay / entry	61	62	63	64	65	66	67	68	69	70
FBW7 activator	0.1	0.5	-0.2	0.5	0.2	0.0	-0.1	0.0	0.6	-0.1
MITF primary	16	10	16	2	6	-12	0	-4	14	-6
TEAD-YAP block	7	12	2	9	3	-20	1	0	-3	-1
GPR151 ag	1.9	2.7	0.1	0.2	0.6	-2.0	-0.6	0.7	0.8	3.2

Only FBW7 activator, GPR151 ag and MITF primary (3 entries from above):
item	Compound	FBW7 activator	GPR151 ag	MITF primary
2	Cc1cc(NC(=O)c2cc(-c3ccccc3O)on2)no1	-0.1	-0.3	0
3	CC1=NN(c2ccc(C(=O)O)cc2)C(=O)/C1=C/c1ccc(OCC(=O)O)cc1	-0.7	0.2	-1
4	COc1ccc([N+](=O)[O-])cc1CSc1nc2ccc(NC(=O)c3ccccc3)cc2s1	0.1	0.0	-3

The listing picks up with the 4 entries that preceded the break.
67	O=C(CSc1ncc(-c2ccccc2)[nH]1)NCc1ccc(Cl)cc1
68	Cc1nnc2ccc(N3CCN(C(=O)Nc4ccccc4[N+](=O)[O-])CC3)nn12
69	Cc1ccc(C(=O)Nc2cccnc2)o1
70	COCC(=O)NCC1CCC2(CCN(Cc3cc(Cl)ccc3O)CC2)O1 (stereo unspecified)
71	O=C(O)CCC(=O)Nc1cccc(O)c1
72	CC(C)(O)C#Cc1ccc(CN2CCC3(CC2)CC3C(=O)Nc2ccc3c(c2)OCO3)cc1 (stereo unspecified)
73	Cc1ccccc1OCC(=O)Nc1cccc2c1C(=O)N(c1ccccc1)C2=O
74	CCCCC(=O)Nc1cc(C)c(NC(=O)c2cccc(OC)c2)cn1
75	CCCNc1nc(NCc2ccc3c(c2)OCO3)nc(N(CC)CC)n1
76	CCOc1ccc(NC(=O)Nc2cccc(C(C)=O)c2)c([N+](=O)[O-])c1
77	CN(C)CC(=O)N(C)C(Cc1ccccc1)C1CCN(C(=O)C2CCCC2)CC1 (stereo unspecified)
78	COc1ccc(Cl)cc1NC(=O)c1cn(-c2ccc(F)cc2F)c(=O)c2ccccc12
79	CN(Cc1ccco1)S(=O)(=O)c1ccc2[nH]c3c(c2c1)CCCC3
80	Nc1cccc(C(=O)N/N=C/c2ccc(Cl)cc2)c1
81	Oc1ccccc1/C=N/c1ncc(C(F)(F)F)cc1Cl
82	CCN1C(=O)/C(=C\C=C2/Sc3ccccc3N2CCCS(=O)(=O)O)SC1=S

assay / entry	67	68	69	70	71	72	73	74	75	76	77	78	79	80	81	82
FBW7 activator	-0.1	0.0	0.6	-0.1	0.3	0.2	0.0	-0.1	0.2	0.0	-0.1	0.2	0.0	0.1	-0.1	-1.5
MITF primary	0	-4	14	-6	19	7	-4	0	9	13	-2	15	-9	12	3	30
TEAD-YAP block	1	0	-3	-1	9	1	16	-3	18	6	0	-7	-6	-20	-8	8
GPR151 ag	-0.6	0.7	0.8	3.2	1.3	-0.2	-0.2	-0.3	-0.1	0.3	0.1	-1.3	3.7	1.1	-1.6	-1.0
